MITF TRPM1 inh – MITF TRPM1 promoter inhibition in SK-MEL-5 cells. hit rate 0.83% among 330,000. AID 488899. inhibition, % at 12.5 µM. SK-MEL-5 TRPM1 promoter luciferase, 24 h;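 active = mean inhibition across replicates of 60% or more, whatever share of single replicates reaches that level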; also: values of inactives mirror those of a sister screen read the other way
TRAIL sens C8 – caspase-8 TRAIL sensitization; NB7+C8 cells + TRAIL, ATPlite viability luminescence; inhibition (viability loss, TRAIL sensitization), % at 10 µM; hit rate 1% among 360,000; AID 624354;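 active = compounds causing at least 50% loss of cell viability in the single-dose screen, relative to plate controls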
KKLEB cytotox – CF airway cell cytotoxicity counter-screen | KKLEB CF airway cells viability, ATPlite luminescence, overnight; active compounds read low; cells stimulated with P. aeruginosa culture filtrate | activity change (cytotoxicity), % at 5 µM | hit rate 0.36% among 360,000 | AID 602141;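 active = corrected activity change at or below -50% at 5 µM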
NR2E3 ag-1 – agonists of human nuclear receptor NR2E3 | Q9Y5X4 | GST-NR2E3/biotin-RetCOR TR-FRET, 1536-well | inhibition of corepressor binding, % at 4.78 µM | hit rate 0.12% among 320,000 | AID 2300;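 active = percent inhibition above the cutoff of mean plus 3 SD of all tested compounds, set per screening campaign, cut at about 20% in these data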;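 also: 0% = DMSO wells and 100% = biotin wells as full block of FRET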
Target sequence (Q9Y5X4 whole entry, looked up): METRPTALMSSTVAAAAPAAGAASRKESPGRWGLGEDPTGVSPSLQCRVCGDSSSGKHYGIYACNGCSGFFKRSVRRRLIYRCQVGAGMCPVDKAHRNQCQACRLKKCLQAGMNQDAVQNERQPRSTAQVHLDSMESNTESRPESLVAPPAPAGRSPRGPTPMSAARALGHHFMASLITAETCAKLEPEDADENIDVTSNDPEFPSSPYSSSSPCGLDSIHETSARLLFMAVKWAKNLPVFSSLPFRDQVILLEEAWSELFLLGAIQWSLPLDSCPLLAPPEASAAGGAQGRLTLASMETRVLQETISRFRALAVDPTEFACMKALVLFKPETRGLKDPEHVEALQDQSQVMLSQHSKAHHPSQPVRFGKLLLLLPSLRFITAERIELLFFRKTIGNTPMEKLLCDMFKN
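Material: NR2E3–RetCOR corepressor complex / Amount: 1.35 nM GST-NR2E3 / Medium: Tris pH 7.5 / Compound: single nominal compound dose of 4.8 µM / Incubation: 5 h at 4 °C / Technique: TR-FRET, Eu(K)-anti-GST donor, streptavidin-D2 acceptor, ex 340, em 617/671 nm / Read-out basis: percent loss of FRET ratio relative to control wells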
Peg3 prom inh – reduces Peg3 promoter-driven luciferase expression in HeLa | HeLa PEG-Prom luciferase reporter, luminescence, overnight | inhibition, % at 20 µM | hit rate 1.7% among 360,000 | AID 588405;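 active = inhibition of at least 50% at 20 µM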
HIF-2a inh – inhibitors of HIF-2a. 786-0 RCC cells HIF-2a reporter, luciferase luminescence, overnight. inhibition, % at 18.8 µM. hit rate 0.72% among 360,000. AID 624352;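 active = inhibition of the luminescence signal of 40% or more relative to plate controls, in a single-dose primary screen at 18.75 µM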
NR2E3 ag-2 – activates human NR2E3 receptor; CHO-S Gal4-NCOR/VP16-NR2E3 two-hybrid, luciferase; inhibition of corepressor binding, % at 3.98 µM; hit rate 0.35% among 360,000; AID 602229;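 active = inhibition above the mean of all tested compounds plus 3 SD, cut at about 70% in these data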;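 also: 0% = DMSO with NR2E3 transfected cells and 100% = cells lacking NR2E3 construct; higher means lower luciferase signal from less NR2E3 corepressor binding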
iPSC survival up – increases survival of single human iPS cells. hiPSC single-cell survival, ATPlite luminescence; 100% = ROCK inhibitor wells, 0% = DMSO. survival enhancement, % at 20 µM. hit rate 0.044% among 360,000. AID 602274; in the data active = survival enhancement above about 18%;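 also: cells exposed to compounds for 16 hours before the ATP read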
Shn3 inh set2 – reduces Shn3 3'UTR luciferase signal in osteoblasts | Clone20 osteoblast Shn3 3'UTR firefly luciferase, 24 h | inhibition, % at 12.5 µM | hit rate 0.52% among 360,000 | AID 588674;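 active = mean inhibition of at least 75% with every replicate also reaching 75%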;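 also: 0% = median of neutral control wells and 100% = pilot-screen positive control compound; some compounds past the cut are filed as inactive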
CF NFkB inh – inhibitors of cystic fibrosis induced NF-kB | KKLEB NF-kB-GFP reporter, PAF-induced, GFP fluorescence overnight | inhibition, % at 5 µM | hit rate 0.86% among 360,000 | AID 588850;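 active = at least 50% inhibition at 5 µM, scaled per plate between neutral and stimulator controls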;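 also: PAF is a Pseudomonas aeruginosa culture filtrate used as stimulus; plate controls were PAF-stimulated DMSO wells for no effect and unstimulated DMSO wells for full effect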
EBV LMP1 NFkB – reduces LMP1-driven NF-kappaB luciferase signal | LMP1-induced NF-kappaB luciferase reporter cells, luminescence | hit rate 0.69% among 350,000 | inhibition, % at 12.5 µM; in the data active = inhibition above about 41%;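 also: 0% = neutral control wells and 100% = reference inhibitor control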
Starred values were filed as active, the others as inactive; x = not tested or not shown. Not all compounds are listed. The share of hits here may be higher or lower than overall.

1. O=C(Cc1cccs1)NCCc1ccc(Cl)cc1
2. C=CCOC(=O)C1=C[C@H](c2ccccc2)[C@@H](CCCO)[C@H](OCC)O1
3. Cc1ccc(C2C3C(=O)N(c4ccc(C)cc4)C(=O)C3N3CCCN23)cc1 (configuration not stated)
4. O=c1[nH]c2ccccc2n1C1=CCNCC1
5. CSc1ccccc1NC(=O)CN(C)CC(=O)c1[nH]c(C)c(C(C)=O)c1C
6. CCOC(=O)C1CCN(C(=O)Cc2c(C(=O)O)n(C)c3ccccc23)CC1
7. O=C(NC1CCCC1)C(c1ccncc1)N(Cc1ccco1)C(=O)c1ccc(-c2ccccc2)[nH]1 (configuration not stated)
8. C[C@@]12CCC=C[C@H]1[C@H](c1ccc3ccccc3c1/C=C/c1ccccc1)N(Cc1ccccc1)C2=O
entry no.,1,2,3,4,5,6,7,8
iPSC survival up,0.4,-1.3,0.1,0.0,-0.5,0.4,-0.9,0.5
Peg3 prom inh,-12,5,10,6,10,12,-15,-26
CF NFkB inh,-1,-3,-9,-14,-16,-1,6,26
HIF-2a inh,-37,-3,18,21,20,20,-77,-7
KKLEB cytotox,4,-4,0,2,3,4,-3,12
MITF TRPM1 inh,-9,7,-39,-3,11,-2,4,-8
TRAIL sens C8,2,-26,-7,-9,-3,-14,2,11
EBV LMP1 NFkB,-1,5,-1,-2,-1,-4,-7,-23
Shn3 inh set2,-13,26,10,-5,-13,5,-48,-28
NR2E3 ag-1,-3,-1,-5,x,x,2,0,3
NR2E3 ag-2,-14,-17,19,-9,-27,-9,-29,0

9. COc1ccc(NC(=O)c2cc3c(s2)CCC3)cc1S(=O)(=O)N1CCOCC1
10. C=CC[C@@H](CC(=O)N[C@H](CO)Cc1ccccc1)C(=O)N[C@H](COC(=O)[C@@H](CC=C)CC(=O)OC(C)(C)C)Cc1c[nH]c2ccccc12
11. CCOCC(O)CNc1ccccc1 (configuration not stated)
12. CCN(C(=O)COC(=O)c1cc(-c2ccccc2)nn1-c1ccccc1)C1CCS(=O)(=O)C1 (configuration not stated)
13. COc1ccccc1NC(=O)/C(C#N)=C/C=C/c1ccco1
14. CNC(=S)N/N=C/c1ccc(-c2cc([N+](=O)[O-])ccc2Cl)o1
15. Nc1nc(CSCCO)nc(Nc2ccccc2)n1
16. COc1ccc(C(=O)NCC(=O)OCC(=O)c2c[nH]c3ccccc23)cc1
entry no.,9,10,11,12,13,14,15,16
iPSC survival up,0.9,-2.3,-1.2,0.3,6.8,1.3,0.3,-4.4
Peg3 prom inh,10,33,0,1,13,23,-76,-1
CF NFkB inh,-10,-13,3,-2,32,-36,-1,9
HIF-2a inh,6,13,15,18,-63,-1,-74,24
KKLEB cytotox,6,-17,-6,-7,-22,-10,7,-4
MITF TRPM1 inh,22,0,6,2,23,-6,1,x
TRAIL sens C8,10,11,-6,13,28,2,-12,-1
EBV LMP1 NFkB,9,-8,-3,7,18,-10,-1,-4
Shn3 inh set2,25,16,0,-9,-25,-1,-4,-11
NR2E3 ag-1,2,x,-2,2,-2,-1,0,x
NR2E3 ag-2,-25,-2,-17,21,-23,2,-20,-49

17. O=C(CCc1nc(-c2ccc(Cl)cc2)no1)OCc1ccc(Br)cc1
18. CC(=O)NC(CC(=O)Nc1nc(C)cs1)c1ccccc1 (configuration not stated)
19. COc1ccc(NC(=O)CCC(=O)Nc2nnc(C3CCCCC3)s2)cc1
20. CC(C)[C@H](NC(=O)c1ccco1)C(=O)OCC(=O)N1CCc2ccccc21
21. CCNC(=O)COc1ccc(C=O)cc1OC
22. COc1ccc(C)c2sc(NC(=O)C3=COCCO3)nc12
23. O=C(OCC(=O)c1ccc[nH]1)c1ccc(Cl)nc1
24. COCCNC(=O)c1ccc(N2CC3CC(C2)c2cccc(=O)n2C3)c(NC(=O)c2c(F)cccc2F)c1 (configuration not stated)
entry no.,17,18,19,20,21,22,23,24
iPSC survival up,-3.5,1.0,-0.5,0.3,1.2,-2.0,-0.4,-0.4
Peg3 prom inh,-38,2,-1,-57,-1,-122,-10,4
CF NFkB inh,7,15,-9,8,16,-61,5,-28
HIF-2a inh,-38,12,-9,-107,6,-168,-20,9
KKLEB cytotox,-1,-13,2,5,-16,-1,-6,5
MITF TRPM1 inh,-12,-1,-13,-4,1,-28,-12,-13
TRAIL sens C8,-5,-8,-11,6,6,22,14,11
EBV LMP1 NFkB,-3,-4,10,-14,-7,-21,6,-1
Shn3 inh set2,-28,-13,-7,-10,-38,-82,10,-22
NR2E3 ag-1,-4,0,-2,1,3,4,0,-2
NR2E3 ag-2,-1,-16,-12,-9,-10,-3,-24,-2

25. COc1ccc(N2CCN(C(=O)COC(=O)CCc3ccccc3)CC2)cc1
26. CSc1ccccc1OCc1cc(C(=O)N2CCc3[nH]cnc3C2c2ccccn2)no1 (configuration not stated)
27. COc1cc(/C=C/C(=O)O)cc(S(=O)(=O)Nc2ccccc2Oc2ccccc2)c1OC
28. Cc1ccc(-c2nc3cccnc3s2)cc1NS(=O)(=O)c1ccc2c(c1)OCCO2
29. COc1ccc(-c2[nH][nH]c(=O)c2NC(=O)c2ccc([N+](=O)[O-])cc2)cc1
30. CC1(c2nnc(-c3ccccc3)o2)CC(c2ccncc2)=NO1 (configuration not stated)
31. COc1ccc(/C=C2\CCC(C3CCCC3)C2=O)c(OC)c1OC (configuration not stated)
32. COc1ccc(C(=O)Nc2cccc(-c3cc4ccccc4oc3=O)c2)cc1[N+](=O)[O-]
entry no.,25,26,27,28,29,30,31,32
iPSC survival up,-0.5,-0.3,0.0,-2.3,-0.5,4.9,0.4,0.1
Peg3 prom inh,3,-13,-5,7,9,-2,-90,43
CF NFkB inh,10,-14,6,15,-22,14,-8,33
HIF-2a inh,7,-11,-4,-15,6,10,-87,1
KKLEB cytotox,-11,1,0,-1,2,5,3,-21
MITF TRPM1 inh,1,-10,-5,4,x,10,x,22
TRAIL sens C8,-7,-9,1,3,-9,7,4,6
EBV LMP1 NFkB,-2,4,-12,-6,x,-2,-8,0
Shn3 inh set2,3,16,-15,-13,7,12,-14,9
NR2E3 ag-1,3,0,2,5,x,2,-3,5
NR2E3 ag-2,-19,21,-33,-17,-14,9,-5,1

33. O=C(O)CN1C(c2ccccc2O)Nc2ccc(Br)cc2C1c1ccccc1 (configuration not stated)
34. CCOc1ccc(CSC(=N)N)cc1Cl
35. COc1ccccc1C(=O)N/C(=C\c1ccc(Br)cc1)C(=O)N1CCCC1
36. CO/N=C\C(=N\Nc1ccc(OC)cc1)C(=O)c1ccccc1
37. N/C(=N\c1nc2ccccc2o1)NC(=O)c1ccccc1NC(=O)c1ccccc1
38. CC[C@]12c3[nH]c4cc(-c5ccco5)ccc4c3CCN1C(=O)[C@@H](CC(=O)NCC13CC4CC(CC(C4)C1)C3)C[C@@H]2C(=O)N1CCN(C(=O)c2ccco2)CC1
39. CCOCCCNC(=O)C1CCCN(S(=O)(=O)CC)C1 (configuration not stated)
40. CSc1nnc(-c2sccc2OCc2ccccc2)n1C
entry no.,33,34,35,36,37,38,39,40
iPSC survival up,1.4,-0.6,0.8,0.5,-0.9,-1.5,3.3,6.2
Peg3 prom inh,1,-11,25,-41,12,3,7,11
CF NFkB inh,2,-9,34,1,-22,29,-1,-8
HIF-2a inh,15,-6,13,-51,-26,4,17,3
KKLEB cytotox,1,3,-15,6,10,-16,10,2
MITF TRPM1 inh,13,-7,x,-10,-3,26,4,-33
TRAIL sens C8,27,-4,-3,12,10,14,2,-4
EBV LMP1 NFkB,-6,-7,x,-4,2,2,-5,-1
Shn3 inh set2,-8,-8,12,-15,-6,39,-8,-18
NR2E3 ag-1,x,3,-2,3,1,x,1,-1
NR2E3 ag-2,-13,-14,27,-32,-17,-26,-3,13

41. Cc1cc(O)c(C(C)C)cc1N=Cc1ccc(N(C)C)cc1
42. COc1ccc(O)c(C(=O)c2cnn(-c3ccccc3)c2)c1
43. CC1CCCCC1NC1=NCCS1 (configuration not stated)
44. Cc1cc(C)c(C)c(S(=O)(=O)N2CCNC(=O)C2)c1C
45. Cc1c(C)c2c(C)[nH]nc2oc1=O
entry no.,41,42,43,44,45
iPSC survival up,-4.3,-0.4,1.7,-1.1,0.5
Peg3 prom inh,-2,-157,4,-1,7
CF NFkB inh,38,-9,-2,6,-2
HIF-2a inh,9,-155,-3,14,10
KKLEB cytotox,-16,2,-22,1,6
MITF TRPM1 inh,17,-20,0,x,-10
TRAIL sens C8,3,4,-7,1,-13
EBV LMP1 NFkB,2,-22,3,1,6
Shn3 inh set2,11,-23,7,11,-11
NR2E3 ag-1,x,2,2,x,2
NR2E3 ag-2,-17,-57,-5,26,-17

Looked up by compound from the list above, five records:
41. Cc1cc(O)c(C(C)C)cc1N=Cc1ccc(N(C)C)cc1
43. CC1CCCCC1NC1=NCCS1 (configuration not stated)
45. Cc1c(C)c2c(C)[nH]nc2oc1=O
42. COc1ccc(O)c(C(=O)c2cnn(-c3ccccc3)c2)c1
44. Cc1cc(C)c(C)c(S(=O)(=O)N2CCNC(=O)C2)c1C
entry no.,41,43,45,42,44
iPSC survival up,-4.3,1.7,0.5,-0.4,-1.1
Peg3 prom inh,-2,4,7,-157,-1
CF NFkB inh,38,-2,-2,-9,6
HIF-2a inh,9,-3,10,-155,14
KKLEB cytotox,-16,-22,6,2,1
MITF TRPM1 inh,17,0,-10,-20,x
TRAIL sens C8,3,-7,-13,4,1
EBV LMP1 NFkB,2,3,6,-22,1
Shn3 inh set2,11,7,-11,-23,11
NR2E3 ag-1,x,2,2,2,x
NR2E3 ag-2,-17,-5,-17,-57,26
